Compound activity as filed in PubChem.
AMA1 RON2 block – qHTS for Inhibitors of AMA1-RON; Towards Development of Antimalarial Drug Lead: Primary Screen | actives 0.2% (n = 360,000) | AID 720542, 2013 | Plasmodium falciparum AMA1 (3D7) - RON2 peptide interaction | Potency, µM (highest dose often 58.2 µM), inactives show at the highest dose activity change, negative = inhibition, usual class: inhibitors | AlphaScreen AMA1-biotinylated RON2 peptide binding;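 further: potency means the concentration at half of the fitted maximal effect; 0% = vehicle wells and -100% = peptide control; nearly all actives have a fitted effect of over 45% in size; some results filed as inactive show a strong effect at the top dose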
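AMA1 (3D7) with his tag at 25 nM final met compounds first, then biotinylated RON2 peptide at 25 nM; detection used donor plus acceptor beads, 10 µg/mL apiece, read by AlphaScreen after 30 min at room temperature.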
HCV inh – qHTS Assay for Inhibitors of Hepatitis C Virus (HCV); Huh7.5.1 HCVcc-Cre infection, luciferase reporter, 44 h; Potency, µM (top dose mostly 41.8 µM), for inactives: at the top dose activity change, negative = inhibition, most hits filed as inhibitors; actives 3.4% (n = 340,000); AID 651820, 2012; further: potency means the concentration at half of the fitted maximal effect
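Reporter virus HCVcc-Cre (~0.5 moi) infects cells exposed to compound; seeding density 1,000 cells/well with 4 h settling beforehand. Luminescence, 15 sec read, taken 44 h post-infection following a 15 min RT substrate incubation.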
FBPA Giardia inh – qHTS Assay for Inhibitors of Fructose-1,6-bisphosphate Aldolase from Giardia Lamblia; A8B2U2; Potency, µM (highest dose often 59.6 µM), inactives show at the highest dose activity, negative = inhibition, hits mostly inhibitors; actives 0.71% (n = 290,000); purified Giardia FBPA; further: potency means the concentration at half of the fitted maximal effect; nearly all actives have a fitted effect of over 55% in size
Target sequence (A8B2U2 whole entry, looked up): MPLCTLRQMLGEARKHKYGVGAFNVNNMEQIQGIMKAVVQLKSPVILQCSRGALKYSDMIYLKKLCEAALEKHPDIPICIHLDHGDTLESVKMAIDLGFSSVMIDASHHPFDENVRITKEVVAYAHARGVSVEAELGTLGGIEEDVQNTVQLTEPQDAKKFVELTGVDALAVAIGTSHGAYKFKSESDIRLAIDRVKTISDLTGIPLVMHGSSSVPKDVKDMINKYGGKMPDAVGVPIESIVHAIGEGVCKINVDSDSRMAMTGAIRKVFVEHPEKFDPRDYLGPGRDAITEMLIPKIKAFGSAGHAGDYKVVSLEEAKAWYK
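40 nM FBPA preincubated 10 min at RT with compound (up to 57.5 uM final), then substrate plus GAPDH/TPI/NAD/arsenate coupling and diaphorase/resazurin added. Fluorescence read after 20 min at RT, 525/598 nm.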
HCMV inh – qHTS Assay for inhibitors of the human cytomegalovirus (HCMV). HFF cells, HCMV-luciferase reporter, 72 h; active compounds read low. activity change, negative = inhibition, % at 57.5 µM. actives 4.5% (n = 410,000); in the data active means activity change below about -60%; inconclusive means no clear call, values can overlap the other calls; inactive means above about -39%
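Compounds were evaluated in HFFs infected with an HCMV luciferase reporter virus (MOI 1 PFU/cell). Luciferase in lysates collected 72 h post infection served as the replication measure.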
AmpC inh detg – qHTS Inhibitors of AmpC Beta-Lactamase (assay with detergent); AmpC hydrolysis of nitrocefin, absorbance 480 nm, 0.01% Triton; Potency, µM (top dose mostly 114 µM), for the others: at the top dose activity change, negative = inhibition, actives largely listed as inhibitors; AID 485294, 2010; actives 0.041% (n = 370,000);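 further: potency means the concentration at half of the fitted maximal effect; 0% = no-compound wells and -100% = no-enzyme wells; nearly all actives have a fitted effect of over 25% in size; some results filed as inactive show a strong effect at the top dose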
Target sequence (P00811 whole entry, looked up): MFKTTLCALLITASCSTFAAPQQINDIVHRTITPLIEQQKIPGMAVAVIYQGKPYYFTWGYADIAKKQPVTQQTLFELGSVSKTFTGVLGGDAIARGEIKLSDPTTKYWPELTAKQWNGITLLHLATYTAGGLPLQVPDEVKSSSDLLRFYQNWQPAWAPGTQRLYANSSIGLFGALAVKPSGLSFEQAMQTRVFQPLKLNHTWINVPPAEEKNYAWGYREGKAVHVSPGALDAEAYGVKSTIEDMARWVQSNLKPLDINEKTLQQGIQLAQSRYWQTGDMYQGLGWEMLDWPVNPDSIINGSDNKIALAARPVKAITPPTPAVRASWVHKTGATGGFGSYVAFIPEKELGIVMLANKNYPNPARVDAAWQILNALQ
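20 mM phosphate pH 7.0 + 0.01% (detergent screen) or 0.0001% Triton X-100; 5.3 nM AmpC reagent; cpd preinc 15 min RT; nitrocefin (800 uM stock) to start; A480 q20 s × 4 min; Activity was normalised to no-enzyme and no-compound control wells.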
Sm TGR inh – qHTS Assay for the Inhibitors of Schistosoma Mansoni Peroxiredoxins. Potency, µM (doses to about 114 µM), inactives show at the highest dose activity change, negative = inhibition, usual class: inhibitors. purified TGR, DTNB reduction, TNB absorbance 405 nm. actives 3% (n = 360,000). Schistosoma mansoni thioredoxin glutathione reductase (TGR), Q962Y6; further: potency means the concentration at half of the fitted maximal effect; nearly all actives have a fitted effect of over 60% in size
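Kinetic colorimetric format: TGR-catalysed, NADPH-driven DTNB reduction monitored via TNB absorbance. Enzyme dispensed at 20 nM; compound exposure 15 min at room temperature before reaction start.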
Active calls of the source: *; u = inconclusive; x = not tested or not shown; & = joins results of further samples; [ ] = remark or other dose. Unless noted, the call rests on the fitted dose curve; in most records, active means well fitted curve in the direction sought with a large enough effect; inconclusive means small, poorly fitted or top-dose-only effect, or another doubt; inactive means no such curve, though single readings can be large; an effect the other way counts as inactive or inconclusive. Unless noted, on the % scale 0 is the no-effect control and ±100 the full control effect.

SMILES	AMA1 RON2 block	HCV inh	FBPA Giardia inh	HCMV inh	AmpC inh detg	Sm TGR inh
Cc1ccc(CSc2ncc(Cl)c(C(=O)Oc3ccccc3F)n2)cc1	x	x	x	-34	19%	-2%
Cc1ccc2c(CNCc3cccs3)c(C(=O)O)n(Cc3ccc(F)cc3)c2c1	x	x	x	-102*	-3%	-2%
Cc1nc(N2CCN(c3ccccc3)CC2)c2c3c(sc2n1)CCC3	x	x	14%	x	-12%	9%
CCN(CC)S(=O)(=O)c1cccc(NC(=O)CNc2cccc(S(=O)(=O)N3CCCC3)c2)c1	-5%	2.5µM*	-3%	-88*	0%	1%
COc1cccc2sc(NC(=O)c3ccc(S(=O)(=O)N4CCOCC4)cc3)nc12	-4%	-4%&-28%	-4%	50	-8%	0%
C[C@@H]1CN([C@H](C)CO)C(=O)c2cc(NC(=O)C3CCCCC3)ccc2O[C@@H]1CN(C)Cc1ccc(C(F)(F)F)cc1	-6%	-30%	x	141	x	x
O=S(=O)(Nc1cccc(-c2cn3cccnc3n2)c1)c1ccc(Cl)cc1	-21%	-9%	0%	-23	1%	4%
c1ccc2sc(NC3=NCN(C4CCCCCC4)CN3)nc2c1	-4%	u	0%	48	3%	9%
O=C(CSc1ccc2ccccc2n1)c1ccccc1	32%[activator]	u	-7%	12	-6%	0%
COc1ccc(C(=O)NCc2cccnc2)cc1C(=O)NCc1cccnc1	-3%	-6%	-1%	-38	5%	7%
COc1cc(/C=N/OCC(=O)Nc2cc(C)cc(C)c2)ccc1OCc1ccc(Cl)cc1	-9%	u	-6%	80	u	7%
COc1ccc(C(=O)NC(C)CCc2ccccc2)cc1[N+](=O)[O-] (centres undefined)	3%	u	-2%	-6	-10%	13%
O=c1cc(CO)oc(CN2CCC(Cc3ccccc3)CC2)c1O	u	2%	-9%	20	-8%	8%
Cc1ccc(Cl)cc1NC(=O)c1ccc(NC(=O)N2CCSc3ncccc32)cc1	x	x	x	u	-3%	0%
CCN(CC)CCNc1ncnc2c1sc1nc(N3CCCC3)c3c(c12)CC(C)(C)OC3	-13%	2µM*	-14%	-25	-4%	1%
Cc1ccc(C(=O)NNC(=O)c2ccc(S(=O)(=O)N3CCCCC3)cc2)cc1	51%[activator]	4%	x	-22	x	x
COc1ccc(NC(=O)C2CC(=O)N(CCc3ccc(Cl)cc3)C2)cc1 (centres undefined)	11%	-17%	x	-86*	-8%	2%
COc1ccccc1CNC(=O)CCC(=O)N1CC2CCCN2c2ccccc21 (centres undefined)	x	x	x	-22	24%	-5%
Fc1ccccc1Nc1nc(N2CCOCC2)nc(N2CCOCC2)n1	3%	u	18%	19	-11%	0%
Cc1ccc(C)c(N(C)C(=O)c2coc(=O)c3ccccc23)c1	10%	7%	-11%	16	-13%	9%
CC(=O)Nc1ccc(S(=O)(=O)Nc2nnc(C(C)C)s2)cc1	0%	14%	10%	21	0%	0%
COc1ccccc1NS(=O)(=O)c1cccc(NC(=O)C2CC2)c1	5%	1%	x	-21	0%	-7%
CC(NC(=O)Cn1cc(C(=O)C2CC2)c2ccccc21)c1ccccc1 (centres undefined)	-6%	6%	2%	-28	-11%	16%
CCCCn1c(=O)[nH]c(=O)c2c1nc(-c1ccc(CC)c([N+](=O)[O-])c1)n2C	x	x	1%	x	-1%	-2%
COc1ccccc1NC(=O)CCSCCC(=O)Nc1ccccc1OC	8%	8%	-1%	-26	7%	-30%
Cc1ccc(NC(=O)CSc2nc3c(c(=O)[nH]2)CN(Cc2ccc4c(c2)OCO4)CC3)cc1C	x	x	x	u	2%	1%
O=C(CN1CCCCC1)N1CCCc2ccccc21	0%	23%	-22%	20	1%	-5%
CC1=C(C(=O)OC(C)C)C(c2ccc(C)o2)NC(=O)N1 (centres undefined)	0%	18%	4%	-15	-1%	-32%
COc1ccc(-c2nnc(SCC(=O)Nc3cc(OC)ccc3OC)nc2-c2ccc(OC)cc2)cc1	x	x	x	18	-1%	-4%
CCOC(=O)C1(CC2CC2)CCN(C(=O)c2cc(C)nc3ccc(CC)cc23)CC1	57%[activator]	-16%	0%	2	0%	x
CC(=O)Nc1ccc(N=Nc2ccc(O)cc2)cc1	-15%	-18%	-1%	82	-7%	6%
Cc1cc(Cn2nc(C(=O)NCc3cccs3)cc2-c2ccccc2)on1	1%	1%	x	-3	-7%	4%
O=C(Cn1ncc(N2CCCC2)c(Cl)c1=O)c1ccc(Cl)cc1	-10%	25%	-2%	29	-8%	1%
CC(=O)c1ccc(OCC(=O)NC2CCS(=O)(=O)C2)cc1 (centres undefined)	2%	10%	3%	11	3%	-19%
O=C(c1ccc(Br)c(S(=O)(=O)N2CCCCC2)c1)N1CCCCC1	0%	u	3%	59	1%	-6%
CCOc1ccc(C(=O)NCCc2csc(-c3cccc(C)c3)n2)cc1	x	x	x	-18	3%	3%
Cc1nn(CC(=O)NCCc2ccco2)c(=O)c2nn(-c3ccccc3)c(C)c12	-12%	-11%	9%	-35	1%	32µM*
O=C(NC(=S)Nc1ccc2oc(=O)ccc2c1)c1cccc(Cl)c1	31%[activator]	2%	10µM*	-21	-8%	-19%
CC(=O)C1CCC2C3CC(C)C4=CC(=O)CCC4(C)C3C(=O)CC12C (centres undefined)	13%	-21%	x	14	x	x
O=C(O)c1ccc(-c2nnn(Cc3cccc(C(F)(F)F)c3)n2)cc1	2%	24%	27%	-5	-3%	1%
CCOC(=O)C1CCN(C(=O)c2ccc3c(c2)OCO3)CC1	5%	7%	5%	37	0%	7%
CC1CC(C)CN(C(=O)c2ccc3nc[nH]c3c2)C1 (centres undefined)	2%	7%	x	24	u	-12%
COc1cccc(NC(=O)CN2CCN(S(=O)(=O)c3ccc(C(C)C)cc3)CC2)c1	-4%	-3%	-9%	-21	-2%	0%
CCOc1ccc(Nc2nc3c(S(=O)(=O)c4cccc(Cl)c4)nnn3c3ccsc23)cc1	x	x	x	17	-5%	0%
CCOC(=O)C1CCN(C(=O)c2ccccc2)C(CC)C1=O (centres undefined)	-16%	2%	x	-2	x	x
COc1cc2[nH]c(=S)nc(NCCC(C)C)c2cc1OC	54%[activator]	8%	-14%	2	u	0%
CC(=O)N1CCCN(Cc2cn(-c3cc(C)ccc3C)nc2-c2ccccc2)CC1	-7%	-10%	3%	9	8%	0%
CC1=[N+]([O-])C(C)(C)C(c2ccc(Br)cc2)=[N+]1[O-]	-4%	4%	8%	-4	0%	5%
CC1Cc2ccccc2N1CC(=O)Nc1ccc(S(N)(=O)=O)cc1 (centres undefined)	-24%	15%	-8%	-33	9%	u
CCS(=O)(=O)N1CCc2cc(C(=O)N3CCN(c4ccccc4)CC3)ccc21	x	x	x	19	6%	22%
CCOC(=O)c1c(NC(=O)/C=C/c2ccc(OCC)cc2)sc2c1CCC2	x	x	x	24	12%	-1%
O=C(COc1ccc(Cl)cc1)NCCSCc1cccc(Cl)c1	-14%	-11%	2%	-16	-6%	13%
COc1cc2nc(Nc3ccc(C)c(C)c3)nc(N)c2cc1OC	-20%	u	u	u	-7%&5%	-3%&-2%
COCC(C)N1CCC(n2nccc2NC(=O)CCCc2ccccc2)CC1 (centres undefined)	-7%	u	4%	-13	-6%	0%
O=C(Nc1ccccn1)c1onc2c1CCCC2	-2%	15%	-4%	u	-17%	-3%
Cc1ccc2nc(N3CCN(Cc4nnnn4Cc4ccccc4)CC3)c(C#N)cc2c1	16%	u	u	5	-3%	-27%
CC(C)Oc1ccc(C(=O)N(Cc2ccco2)c2ccccn2)cc1	x	x	x	95	17%	4%
Nc1c(N(CCC2=CCCCC2)C(=O)COc2ccc(F)cc2Cl)c(=O)[nH]c(=O)n1Cc1ccccc1	-6%	u	x	-98*	x	x
O=C(Oc1cccc(-n2cnnn2)c1)c1ccccc1Cl	-4%	5%	3%	-29	-1%	-3%
O=C(NCc1ccc(Cl)cc1)N1CCN(S(=O)(=O)c2ccccc2)CC1	-2%	-3%	14%	-67*	2%	3%
New compounds follow:
SMILES	AMA1 RON2 block	HCV inh	FBPA Giardia inh	HCMV inh	AmpC inh detg	Sm TGR inh
O=C(NC(=S)N(Cc1ccccc1)Cc1ccccc1)C1CCCCC1	115%[activator]	u	4%	3	-8%	-7%
Cc1cccc(C)c1NC(=O)CNC(=O)C12CC3CC(CC(O)(C3)C1)C2	-8%	30%	x	-73*	0%	-2%
CCn1c(N)nc2ccccc21	20%	9%	0%	-39	1%	5%
CCCCOc1ccc(CSc2nc(C)[nH]c2[N+](=O)[O-])cc1[N+](=O)[O-]	8%	u	10%	1	9%	14%
COC(=O)c1[nH]c2cc(C)ccc2c1NC(=O)CN1CCN(C(=O)c2ccco2)CC1	35%[activator]	u	-17%	87	3%	u

Entries of single compounds from above.
Cc1cccc(C)c1NC(=O)CNC(=O)C12CC3CC(CC(O)(C3)C1)C2 across the screens: AMA1 RON2 block: -8%; HCV inh: 30%; FBPA Giardia inh: x; HCMV inh: -73*; AmpC inh detg: 0%; Sm TGR inh: -2%
O=C(NC(=S)N(Cc1ccccc1)Cc1ccccc1)C1CCCCC1 across the screens: AMA1 RON2 block: 115%[activator]; HCV inh: u; FBPA Giardia inh: 4%; HCMV inh: 3; AmpC inh detg: -8%; Sm TGR inh: -7%

Single values from the results shown.
Cc1ccc(C)c(N(C)C(=O)c2coc(=O)c3ccccc23)c1 in AmpC inh detg is listed with -13%
Cc1cccc(C)c1NC(=O)CNC(=O)C12CC3CC(CC(O)(C3)C1)C2 in AmpC inh detg is listed with 0%
Cc1ccc(Cl)cc1NC(=O)c1ccc(NC(=O)N2CCSc3ncccc32)cc1 in AmpC inh detg is listed with -3%

Reprinted at random: 6 records from the list
SMILES	AMA1 RON2 block	HCV inh	FBPA Giardia inh	HCMV inh	AmpC inh detg	Sm TGR inh
Cc1cccc(C)c1NC(=O)CNC(=O)C12CC3CC(CC(O)(C3)C1)C2	-8%	30%	x	-73*	0%	-2%
Cc1ccc(C)c(N(C)C(=O)c2coc(=O)c3ccccc23)c1	10%	7%	-11%	16	-13%	9%
O=C(NC(=S)Nc1ccc2oc(=O)ccc2c1)c1cccc(Cl)c1	31%[activator]	2%	10µM*	-21	-8%	-19%
c1ccc2sc(NC3=NCN(C4CCCCCC4)CN3)nc2c1	-4%	u	0%	48	3%	9%
COc1ccccc1CNC(=O)CCC(=O)N1CC2CCCN2c2ccccc21 (centres undefined)	x	x	x	-22	24%	-5%
CC(=O)c1ccc(OCC(=O)NC2CCS(=O)(=O)C2)cc1 (centres undefined)	2%	10%	3%	11	3%	-19%
